MrgX1 PAM = positive allosteric modulators of MrgX1, primary screen, HEK293 cells, Fluo-4 calcium flux; Mas-related G-protein coupled receptor member X1 (Homo sapiens), Q96LB2; FDSS; stronger effect = higher value; B-score at 10 µM; 310,000 tested, 0.63% active;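 active = plate-corrected calcium response at least 3 library SD above typical, normal starting fluorescence, not activating the receptor alone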;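 note: compound read alongside a low EC10 to EC30 dose of BAM8-22 agonist; peak minus trough fluorescence over baseline measured at the second addition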
MrgX1 antag = antagonists of human MrgX1 receptor, primary screen, HEK293 cells, Fluo-4 calcium flux; Mas-related G-protein coupled receptor member X1 (Homo sapiens), Q96LB2; BAM8-22 antagonism; stronger effect = lower value; B-score at 10 µM; 310,000 tested, 1.3% active;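 active = calcium-response B-score plate-corrected more than 3 library SD below zero, starting fluorescence within 5 deviations, no agonist response on first addition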;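 note: peak minus trough fluorescence over baseline after final BAM8-22 challenge near maximal dose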
HIF activator = HIF pathway transcriptional activators, primary screen, cell-based, U2OS HRE-luciferase, luminescence. U2OS HRE-luciferase reporter; normalized: DMSO 0%, desferrioxamine 100%. 300,000 tested, 0.32% active. AID 1910, 2009. activation, % at 7.5 µM (by protocol);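 active = mean activation of at least 10% of the iron chelator positive control signal, with at least half of replicates also reaching 10%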
AI-2 QS modul = Vibrio harveyi AI-2 quorum sensing modulators, primary screen, JMH597 strain, luminescence/OD600 ratio. Vibrio harveyi JMH597 AI-2 luminescence/OD600 ratio, 9 h; stronger effect = lower value; strain lacks LuxN and CqsS sensors; 0 = neutral-control median. activity change, % at 7.5 µM. 300,000 tested, 0.4% active. AID 2094, 2009; in the data active = activity change below about -75%, passing the limit was not always enough;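 note: luminescence divided by OD600 gain over 9 h not by final OD600 alone; inactives centre near 13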
PolyA inh = polyadenylation inhibitors in yeast reporter cells, primary screen, luminescence, S. cerevisiae | 300,000 tested, 0.02% active | AID 1875, 2009 | calls only at 12 µM | S. cerevisiae SKY197-pL101 polyadenylation reporter, beta-gal luminescence; efflux-impaired pdr1/pdr3 knockout yeast; score 100 = 6 SD above DMSO;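 active = lowest replicate activity score at least 50, where 100 means six control SD above control mean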;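 note: yeast exposed to compound for 9 h at 30 °C; higher score means more reporter readthrough which indicates perturbed polyadenylation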
TRPC4 block = inhibitors of mouse TRPC4 channel, primary screen, Fluo4 calcium, HEK293 TRPC4beta/mu-opioid cells; DAMGO-evoked Fluo4 calcium flux; stronger effect = lower value; B-score at 10 µM; 300,000 tested, 0.39% active; AID 2247, 2010;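 active = B-score over 3 SD under the library average, no early fluorescence shift, positive overall ratio signal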
Target sequence (Q9QUQ5 whole entry, looked up): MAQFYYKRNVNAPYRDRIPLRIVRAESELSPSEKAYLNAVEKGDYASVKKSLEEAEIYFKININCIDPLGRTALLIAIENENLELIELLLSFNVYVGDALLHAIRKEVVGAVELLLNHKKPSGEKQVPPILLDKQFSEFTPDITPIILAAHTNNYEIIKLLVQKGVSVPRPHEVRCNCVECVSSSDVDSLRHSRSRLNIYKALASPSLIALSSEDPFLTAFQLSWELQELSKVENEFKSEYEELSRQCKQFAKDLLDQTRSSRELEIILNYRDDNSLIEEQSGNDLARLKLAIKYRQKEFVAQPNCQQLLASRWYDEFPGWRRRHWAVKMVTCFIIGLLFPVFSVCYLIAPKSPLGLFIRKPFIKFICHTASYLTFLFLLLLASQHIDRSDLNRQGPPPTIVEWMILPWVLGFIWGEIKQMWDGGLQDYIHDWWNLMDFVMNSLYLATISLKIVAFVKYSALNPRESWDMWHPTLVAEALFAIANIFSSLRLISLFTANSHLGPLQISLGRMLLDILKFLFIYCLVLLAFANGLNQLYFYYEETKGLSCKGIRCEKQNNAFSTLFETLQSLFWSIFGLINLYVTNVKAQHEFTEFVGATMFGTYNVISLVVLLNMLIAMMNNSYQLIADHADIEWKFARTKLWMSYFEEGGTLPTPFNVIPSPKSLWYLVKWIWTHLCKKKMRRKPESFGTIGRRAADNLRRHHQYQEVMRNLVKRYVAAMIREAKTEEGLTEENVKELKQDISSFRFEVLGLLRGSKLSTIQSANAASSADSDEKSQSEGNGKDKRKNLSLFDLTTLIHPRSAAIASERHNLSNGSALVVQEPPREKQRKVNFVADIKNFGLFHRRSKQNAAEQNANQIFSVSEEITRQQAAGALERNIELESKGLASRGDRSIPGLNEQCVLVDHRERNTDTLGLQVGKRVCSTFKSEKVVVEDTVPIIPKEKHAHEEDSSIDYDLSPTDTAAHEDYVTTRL
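Assay system: HEK293 cells with stable TRPC4beta plus mu-opioid receptor expression. Dosing: single dose. Measured by: Fluo4 Ca2+ flux fluorescence. Also added: DAMGO in two steps, submaximal then maximal. Read-out: B score from integrated Fluo4 fluorescence ratio.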
TRPC6 inhibitor = mouse TRPC6 channel inhibitors, primary screen, cell-based, HEK293, membrane potential dye | ACh-evoked depolarization; stronger effect = lower value | B-score at 10 µM | 310,000 tested, 1.1% active;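 active = B-score under library mean minus 3 SD, initial fluorescence not abnormally high, positive integrated signal ratio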;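 note: B-score derived from integrated fluorescence ratio over the kinetic read; more negative B-score means stronger inhibition of depolarization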
TRPC6 act = mouse TRPC6 channel activators, primary screen, cell-based, HEK293, membrane potential dye | Short transient receptor potential channel 6 (Mus musculus), Q61143 | HEK293-TRPC6 membrane potential dye fluorescence; stronger effect = higher value | B-score at 10 µM | 310,000 tested, 0.13% active | AID 2550, 2010;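 active = B-score of the integrated fluorescence ratio above library mean plus 3 SD, and starting fluorescence ratio within library mean plus 5 SD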;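 note: higher score means more depolarization so channel activation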
MrgX1 ag = agonists of human MrgX1 receptor, primary screen, HEK293 cells, Fluo-4 calcium flux; Mas-related G-protein coupled receptor member X1 (Homo sapiens), Q96LB2; Fluo-4 calcium fluorescence, agonist mode; stronger effect = higher value; B-score at 10 µM; 310,000 tested, 0.44% active;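 active = calcium response B-score plate-corrected fluorescence ratio at least 3 library SD, with starting fluorescence B-score inside 5 SD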
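Test system: HEK293 cells stably expressing human MrgX1 receptor; Input: fifteen thousand cells per well; Dosing: compound delivered in addition one of three; Schedule: overnight seeding, then 1 h dark dye loading; Technique: Fluo-4 NW calcium fluorescence; Measure: B-scored fluorescence response ratio; Controls: positive and negative controls per plate.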
TRPC4 potent = positive allosteric modulators of TRPC4, primary screen, cell-based, mouse TRPC4beta, HEK293 mu-opioid, Fluo-4 calcium; Short transient receptor potential channel 4 (Mus musculus), Q9QUQ5; DAMGO EC20, Fluo-4 Ca2+ flux; stronger effect = higher value; B-score at 10 µM; 310,000 tested, 0.42% active; AID 2227, 2009;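 active = B-score of calcium response area above 5 SD of library B-scores, with initial fluorescence ratio within 5 SD of library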;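 note: B-score of integrated fluorescence ratio over time as area under calcium response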
TRPC4 agonist = activators of mouse TRPC4 channel, primary screen, Fluo4 calcium, HEK293 TRPC4beta/mu-opioid cells; Fluo4 calcium fluorescence; stronger effect = higher value; Short transient receptor potential channel 4 (Mus musculus), Q9QUQ5; 310,000 tested, 0.49% active; B-score at 10 µM;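 active = B-score above 5 SD of library B-scores, and initial fluorescence ratio not above library mean plus 5 SD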;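 note: positive B-score marks a calcium rise read as TRPC4 activation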
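system = HEK293 cells stably co-expressing mouse TRPC4beta and mu-opioid receptor | schedule = Fluo4 dye loading 45 min at room temperature, 110 s recording | measure = B-scored integrated calcium fluorescence ratio | signal = Fluo4 calcium-sensitive dye fluorescence, kinetic, 1 Hz baseline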
An asterisk follows results filed as active; i = inactive; / = not tested or not shown. A portion of the library; count on the stated rates, not on these rows.

SMILES | MrgX1 PAM | MrgX1 antag | HIF activator | AI-2 QS modul | PolyA inh | TRPC4 block | TRPC6 inhibitor | TRPC6 act | MrgX1 ag | TRPC4 potent | TRPC4 agonist
COc1ccc(S(=O)(=O)n2nc(OC(=O)C3CCCCC3)cc2N)cc1 | i | i | -7.6 | 39 | i | i | i | i | i | i | i
CC(C)CNS(=O)(=O)c1cc(C(=O)N2CCOCC2)c(Cl)cc1Cl | i | i | -0.1 | 18 | i | i | i | i | i | i | i
COc1cc(/C=C(\NC(=O)c2ccccc2)C(=O)Nc2nccs2)ccc1OC(C)=O | i | i | -25 | 22 | i | i | i | i | i | i | i
COc1ccc(CCN2CC(C(=O)Nc3cccc(C(C)=O)c3)CC2=O)cc1OC (stereo not given) | i | i | -0.6 | 7 | i | i | i | i | i | i | i
Cc1cccc(NS(=O)(=O)c2ccc(C(=O)N3CCCCCC3)cc2)c1C | i | i | -0.4 | -4 | i | i | i | i | i | i | i
CC(C)CNC(=S)NC(=O)c1ccc(F)cc1 | i | i | 1.9 | 2 | i | i | i | i | i | i | i
Cc1ccccc1NC(=O)CSc1nnc(-c2ccccn2)o1 | i | i | 0.3 | 30 | i | i | i | i | i | i | i
Cc1ccc(CNC(=O)COc2ccc(S(=O)(=O)NC(C)C)cc2)cc1 | i | i | 0.2 | 3 | i | i | i | i | i | i | i
CC(=O)Nc1ccc(C2(O)COc3ccccc3O2)cc1 (stereo not given) | i | i | 1.4 | 16 | i | i | i | i | i | i | i
Cc1ccc(-c2nc(NCc3ccco3)n(C(=O)c3ccco3)n2)cc1 | i | i | 4.1 | 11 | i | i | i | i | i | i | i
COc1ccc(CC(C)NS(=O)(=O)c2ccc3c(c2)CCN3S(C)(=O)=O)cc1OC (stereo not given) | i | i | 0.3 | 12 | i | i | i | i | i | i | i
COCCN(CC1CCCN(C2Cc3ccccc3C2)C1)C(=O)CSC (stereo not given) | i | i | 4.1 | -4 | i | i | i | i | i | i | i
Cc1onc(-c2c(Cl)cccc2Cl)c1C(=O)NCCCN1CCOCC1 | i | i | -30 | 33 | i | i | i | i | i | i | i
O=S1(=O)CC(O)C(Nc2ccccc2Cl)C1 (stereo not given) | i | -7.9* | -0.2 | 4 | i | i | i | i | i | i | i
CCC1CCCCN1CCCNC(=O)C1CCC(=O)N1Cc1ccc(C)cc1 (stereo not given) | i | i | 0.0 | 15 | i | i | i | i | i | i | i

The list goes on.
SMILES | MrgX1 PAM | MrgX1 antag | HIF activator | AI-2 QS modul | PolyA inh | TRPC4 block | TRPC6 inhibitor | TRPC6 act | MrgX1 ag | TRPC4 potent | TRPC4 agonist
Cc1cc(C(F)(F)F)nc(SCCN2CCCCC2)c1C#N | i | i | 0.9 | 5 | i | i | i | i | i | i | i
CCC(C)(C(=O)NC1CCCC1)N(Cc1cccs1)C(=O)Cc1cccs1 (stereo not given) | i | i | 1.5 | 9 | i | i | i | i | i | i | i
COc1ccc2[nH]c(C(=O)N/N=C/c3ccc(O)cc3O)cc2c1 | i | i | 25* | 45 | i | i | i | i | i | i | i
C/C(=N\NC(=O)C1COc2ccccc2O1)c1ccc(C)o1 (stereo not given) | i | i | -0.2 | 21 | i | i | i | i | i | i | i
CC(C)(C)n1ncc2c(=O)n(CC(=O)NCc3ccccc3Cl)cnc21 | i | i | 1.6 | 13 | i | i | i | i | i | i | i
COc1ccc([N+](=O)[O-])cc1NC(=S)NC(NC(=O)Cc1ccc(OC)c(OC)c1)C(Cl)(Cl)Cl (stereo not given) | i | i | -0.6 | 14 | i | i | i | i | i | i | i
CN(C)c1cccc(C(=O)NCc2ccccc2)c1 | i | i | 1.8 | -5 | i | i | i | i | i | i | i
COc1cc(OC)cc(C(=O)N2CCC(n3c(C)nc4cc(F)ccc43)CC2)c1 | i | i | -0.6 | 3 | i | i | i | 20* | i | i | i
Cc1ccc(S(=O)(=O)N/N=C/c2cc(Br)c(C)o2)cc1 | i | i | 0.5 | -2 | i | i | i | i | i | i | i
O=C(Cc1cccs1)N(Cc1ccco1)C1(C(=O)NC2CCCCC2)CCCCC1 | i | i | -0.4 | 17 | i | i | i | i | i | i | i
COc1cccc(NC(=O)NCCc2ccc(Cl)cc2)c1 | i | i | 0.7 | 4 | i | i | i | i | i | i | i
[O-][n+]1c2c(c3c4non(O)c4ccc31)CCCC2 | i | i | -0.1 | 19 | i | i | i | i | i | i | i
Cc1ccc(-c2nnc(SCC(=O)NNC(=O)COc3ccccc3C)n2C)cc1 | i | i | -0.9 | 14 | i | i | -6.2* | i | i | i | i
O=C(Cn1c(=O)[nH]c2ccccc2c1=O)N1CCN(Cc2ccc3c(c2)OCO3)CC1 | i | i | 0.5 | 19 | i | i | i | i | i | i | i
Nc1nc2n(n1)C(c1ccc(Cl)cc1)CC(c1ccc(F)cc1)N2 (stereo not given) | i | i | -0.2 | -1 | i | i | i | i | i | i | i

(next part)
SMILES | MrgX1 PAM | MrgX1 antag | HIF activator | AI-2 QS modul | PolyA inh | TRPC4 block | TRPC6 inhibitor | TRPC6 act | MrgX1 ag | TRPC4 potent | TRPC4 agonist
N#Cc1cccc(NC(=O)CSc2nnc(-c3n[nH]c4ccccc34)o2)c1 | i | i | 2.9 | 37 | i | i | i | i | i | i | i
COc1ccccc1N1CCN(/N=C/c2ccc(O)cc2O)CC1 | i | i | 3.7 | 5 | i | i | i | i | i | i | i
COc1ccc(/C(N)=N/OC(=O)/C=C/c2ccccc2)cc1 | i | i | 1.5 | 6 | i | i | i | i | i | i | i
Cc1nn(C)cc1S(=O)(=O)N1CCN(Cc2cccc(Cl)c2)CC1 | i | i | -0.2 | 10 | i | i | i | i | i | i | i
O=C(O)c1cnc2ccccc2n1 | i | i | 0.5 | 12 | i | i | i | i | i | i | i
C/C(CC(=O)Nc1ccc(Cl)c(Cl)c1)=N\NC(=O)Cc1ccccc1 | i | i | -0.1 | 42 | i | i | i | i | i | i | i
Cc1ccc(S(=O)(=O)NC(=S)NC2CCCCC2)cc1 | 10* | i | -0.3 | 14 | i | i | i | i | i | i | i
OCCC1CN(Cc2cccn2-c2ncccn2)CCN1C1CCCC1 (stereo not given) | i | i | -0.2 | 21 | i | i | i | i | i | i | i
COc1ccccc1-n1nnnc1SC(C)C(=O)NC1CCCC1 (stereo not given) | i | i | -0.8 | -12 | i | i | i | i | i | i | i
CCCCn1c(N)c(N(CCC(C)C)C(=O)c2cccc(-n3cnnn3)c2)c(=O)[nH]c1=O | i | i | 0.0 | 22 | i | i | i | i | i | i | i
O=C(CSc1n[nH]c(=O)n1C1CC1)c1ccc2c(c1)OCCO2 | i | i | 2.0 | 24 | i | i | i | i | i | i | i
O=C(NCc1ccncc1)c1ccc(S(=O)(=O)Nc2ccccc2)cc1 | i | i | -0.4 | 9 | i | i | i | i | i | i | i
CCOc1ccccc1NC(=O)COC(=O)C1CCC1 | i | i | -0.2 | 24 | i | i | i | i | i | i | i
COC(=O)c1ccc2c(=O)n(CC3CCCO3)c(=S)[nH]c2c1 (stereo not given) | i | i | -0.1 | -9 | i | i | i | i | i | i | i
CCN(CC(=O)Nc1cccc(C(C)=O)c1)S(=O)(=O)c1ccc(C)cc1 | i | i | -0.3 | 1 | i | i | i | i | i | i | i

Other structures:
SMILES | MrgX1 PAM | MrgX1 antag | HIF activator | AI-2 QS modul | PolyA inh | TRPC4 block | TRPC6 inhibitor | TRPC6 act | MrgX1 ag | TRPC4 potent | TRPC4 agonist
CC(C)c1nnc(NC(=O)CS(=O)(=O)Cc2ccccc2)s1 | i | i | -0.2 | -3 | i | i | i | i | i | i | i
CCNC(=S)N1CCN(CCNC2=CC(=O)CC(C)(C)C2)CC1 | i | i | 0.1 | 8 | i | i | i | i | i | i | i
COC(=O)C(CCSC)NC(=O)c1cccc([N+](=O)[O-])c1 (stereo not given) | i | i | -0.4 | -4 | / | i | i | i | i | i | i
CCCN(CCC)Cc1c(C(=O)N/N=C/c2ccncc2)nnn1-c1nonc1N | i | i | 1.7 | -3 | i | i | i | i | i | i | i
COc1ccccc1N1CCN(C(=O)CSc2nc3ccccc3nc2N2CCCCC2)CC1 | i | i | 0.4 | 15 | i | i | i | i | i | i | i
O=C(O)c1cccc(S(=O)(=O)NCCc2ccccc2)c1 | i | i | -0.1 | 27 | i | i | i | i | i | i | i
O=C1N/C(=N/O)S/C1=C/c1cccc([N+](=O)[O-])c1 | i | i | 0.2 | 21 | i | i | i | i | i | i | i
O=C(O)c1cnn(-c2nc(-c3ccc(F)cc3)cs2)c1C(F)(F)F | i | i | 0.5 | 22 | i | i | i | i | i | i | i
COc1ccc(NS(=O)(=O)c2cc(NC(=O)c3cccnc3Cl)ccc2N2CCCC2)cc1 | i | i | -0.7 | 42 | i | i | i | i | i | i | i
O=C(N1CCCCC1)N1CCN(C(c2ccccc2)c2ccccc2)CC1 | 6.9* | i | -0.7 | 5 | i | i | i | i | i | i | i
CCn1c(Cc2ccc(OC)cc2)nnc1SCC(=O)NC1CCCCC1 | i | i | -0.2 | 6 | i | i | i | i | i | i | i
Cc1cc(NC(=S)Nc2ccc(C)c(Cl)c2)n[nH]1 | i | i | 5.1 | -9 | i | i | i | i | i | i | i
Cc1cc(C)c(NC(=O)CNC(=O)COC(=O)CNC(=O)c2ccc(Cl)cc2Cl)c(C)c1 | i | i | 0.1 | 9 | i | i | i | i | i | i | i
CC(C)(C)CC(=O)NCc1ccc(F)cc1 | i | i | -0.2 | 24 | i | i | i | i | i | i | i
